# High-throughput results deposited in PubChem BioAssay by National Center for Advancing Translational Sciences (NCATS).
# TrxR1 substrate: qHTS Assay for Substrates of Mammalian Selenoprotein Thioredoxin Reductase 1 (TrxR1): qHTS; Potency, µM (highest dose often 114 µM), for inactives: at the highest dose activity change, negative = substrate turnover; AID 588456, 2011; purified TrxR1 substrate turnover, NADPH consumption readout; hit rate 0.01% among 390,000; note: potency is the fitted concentration of half-maximal effect; % is set by controls: 0 for no effect and ±100 for the full control effect; nearly all actives have a fitted effect of over 50% in size
#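 Rat TrxR1, dispensed at 90 nM, was prereduced with 400 uM NADPH (final) for 5 min at ~22 deg C, then incubated with compound 15 min before 400 uM selenite. A first-read NADPH fluorescence drop versus no-compound background flagged substrates.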
# HP1b binding inh: HTS for Inhibitors of HP1-beta Chromodomain Interactions with Methylated Histone Tails. hit rate 0.56% among 390,000. AID 540317, 2011. Chromobox protein homolog 1 (Homo sapiens), P83916. Potency, µM (top dose mostly 114 µM), inactives show top-dose activity change, negative = inhibition, usual class: inhibitors. AlphaScreen HP1-beta / biotin-H3K9me3 peptide binding; note: potency is the fitted concentration of half-maximal effect; nearly all actives have a fitted effect of over 70% in size; inactives centre near 23
# Target sequence (P83916 whole entry, looked up): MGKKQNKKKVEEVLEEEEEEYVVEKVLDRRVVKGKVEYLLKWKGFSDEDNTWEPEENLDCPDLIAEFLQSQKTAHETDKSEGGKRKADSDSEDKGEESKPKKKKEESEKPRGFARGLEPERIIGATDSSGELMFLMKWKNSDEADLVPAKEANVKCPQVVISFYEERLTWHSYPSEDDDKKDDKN
#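 HP1-beta protein (50 nM final) preincubated 30 min at room temperature with biotinylated H3(1-18)K9me3 peptide (50 nM) in PBS pH 7.4, 0.01% Tween-20, then compound added for 30 min. AlphaScreen streptavidin donor/nickel chelate acceptor beads (10 ug/mL final), 30 min dark, luminescence read.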
# GLS inh: qHTS for Inhibitors of Glutaminase (GLS). GLS enzymatic activity, qHTS titration. Potency, µM (top dose mostly 45.5 µM), for the others: at the highest dose activity change, negative = inhibition, actives largely listed as inhibitors. hit rate 0.21% among 410,000; note: potency is the fitted concentration of half-maximal effect; % is set by controls: 0 for no effect and ±100 for the full control effect
#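 Read-out is an Amplex red fluorescence increase coupled through glutamate oxidase and HRP, measured before and after 30 min room-temperature incubation. hKGA is in 45 mM KH2PO4 (pH 8.2) with 0.02% Tween-20; glutamine added as 1mM solution.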
# PGK inhibitor: qHTS Assay to Find Inhibitors of Phosphoglycerate Kinase; Potency, µM (series often up to 57.5 µM), for inactives: top-dose activity change, negative = inhibition, actives largely listed as inhibitors; Phosphoglycerate kinase, glycosomal (Trypanosoma brucei brucei), P07378; hit rate 0.043% among 380,000; PGK/GAPDH coupled, Kinase-Glo luminescence, 60 min; note: potency is the fitted concentration of half-maximal effect; % is set by controls: 0 for no effect and ±100 for the full control effect; nearly all actives have a fitted effect of over 60% in size
#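 Recombinant glycosomal PGK reaction used 1,3-bisphosphoglycerate generated in-well by GAPDH (100nM final) in 100mM TEA pH 7.6, 5mM MgCl2, 0.01% Tween-20. After 60 minutes at room temperature, ATP was read by Kinase-Glo Plus luminescence end-point.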
# Pin1 inh: qHTS Assay to Find Inhibitors of Pin1; Peptidyl-prolyl cis-trans isomerase NIMA-interacting 1 (Homo sapiens), Q13526; Pin1 FP peptide displacement, HiFluor488, 10 min; Potency, µM (titrated, usually from 115 µM), for inactives: at the highest dose activity, negative = inhibition, hits mostly inhibitors; hit rate 0.009% among 390,000; AID 504891, 2011; active = well fitted inhibition curve with a large enough effect in the polarisation, with a control signal flat, not every such curve was filed as active; inconclusive = small, poorly fitted or top-dose-only effect, or effect the other way, or a change in a side signal; inactive = no such curve, though single readings can be large or run the other way; the % refers to the polarisation; note: potency is the fitted concentration of half-maximal effect; % is set by controls: 0 for no effect and ±100 for the full control effect
# USP1 inh: Inhibitors of USP1/UAF1: Primary Screen; recombinant USP1/UAF1, Ub-Rhodamine cleavage fluorescence; Potency, µM (doses to about 57.1 µM), for the others: top-dose activity change, negative = inhibition, hits mostly inhibitors; AID 743255, 2014; Ubiquitin carboxyl-terminal hydrolase 1 (Homo sapiens), O94782; hit rate 0.23% among 390,000; note: potency is the fitted concentration of half-maximal effect; % is set by controls: 0 for no effect and ±100 for the full control effect; nearly all actives have a fitted effect of over 60% in size; inactives centre near -12
#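 USP1/UAF1 complex (1 nM) preincubated 15 min at room temperature with compound, then Ub-Rho substrate (150 nM final) added. Kinetic fluorescence at 480/540 nm over 6 reads at 60 s intervals; 50 mM HEPES pH 7.8, 0.5 mM EDTA, 0.1 mg/ml BSA, 1 mM TCEP, 0.01% Tween-20.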
# TrxR1 inh: qHTS Assay for Inhibitors of Mammalian Selenoprotein Thioredoxin Reductase 1 (TrxR1): qHTS | Potency, µM (series often up to 114 µM), inactives show top-dose activity change, negative = inhibition, usual class: inhibitors | recombinant rTrxR1, NADPH fluorescence consumption, selenite substrate | Thioredoxin reductase 1, cytoplasmic (Rattus norvegicus), O89049 | AID 588453, 2011 | hit rate 1% among 390,000; note: potency is the fitted concentration of half-maximal effect; % is set by controls: 0 for no effect and ±100 for the full control effect; nearly all actives have a fitted effect of over 65% in size
#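 Rat TrxR1 (90 nM in the dispensed reagent) was pre-reduced with 400 uM NADPH for 5 min at room temperature, then incubated with compound for 15 min. After 400 uM selenite was added, NADPH fluorescence (Ex 340/Em 450 nm) was followed for 8 min.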
# PI4K2A inh: qHTS for small molecular inhibitors of PI4K2A; Phosphatidylinositol 4-kinase type 2-alpha (Homo sapiens), Q9BTU6; purified PI4K2A, ADP-Glo luminescence, 1 h; stronger effect = lower value; activity change, negative = inhibition, % at 76.9 µM; hit rate 0.13% among 420,000; AID 1346378, 2018; in the data active = activity change below about -50%; inconclusive = mostly about -30% to -49%;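 note: -100% = wells without enzyme as full effect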
# Target sequence (Q9BTU6 whole entry, looked up): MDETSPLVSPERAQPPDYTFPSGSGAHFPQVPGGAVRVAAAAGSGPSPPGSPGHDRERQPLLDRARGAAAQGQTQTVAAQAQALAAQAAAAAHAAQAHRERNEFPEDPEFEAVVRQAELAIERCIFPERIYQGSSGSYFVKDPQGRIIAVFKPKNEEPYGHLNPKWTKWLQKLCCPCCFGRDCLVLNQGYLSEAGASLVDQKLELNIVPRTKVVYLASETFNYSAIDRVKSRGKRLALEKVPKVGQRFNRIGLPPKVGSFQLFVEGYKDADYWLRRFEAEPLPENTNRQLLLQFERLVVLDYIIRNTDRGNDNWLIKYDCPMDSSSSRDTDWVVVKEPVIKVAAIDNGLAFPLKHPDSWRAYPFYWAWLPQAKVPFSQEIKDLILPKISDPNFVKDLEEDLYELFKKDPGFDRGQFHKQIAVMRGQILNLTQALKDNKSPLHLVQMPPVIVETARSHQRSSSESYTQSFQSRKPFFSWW
#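 In this quantitative HTS, ADP production by PI4K2A was quantified luminescently after 1 h at ambient temperature; 100 microM adenosine served as plate-quality control.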
# mIDH1 inhibitor: qHTS for Inhibitors of mutant isocitrate dehydrogenase 1 (IDH1): qHTS; IDH1-R132H enzyme, NADPH consumption, diaphorase/resazurin fluorescence; Potency, µM (top dose mostly 76.6 µM), without a hit: top-dose activity change, negative = inhibition, hits mostly inhibitors; hit rate 0.093% among 390,000; AID 602179, 2012; note: potency is the fitted concentration of half-maximal effect; % is set by controls: 0 for no effect and ±100 for the full control effect; nearly all actives have a fitted effect of over 65% in size
# Target sequence (O75874 whole entry R132H, stated change not applied): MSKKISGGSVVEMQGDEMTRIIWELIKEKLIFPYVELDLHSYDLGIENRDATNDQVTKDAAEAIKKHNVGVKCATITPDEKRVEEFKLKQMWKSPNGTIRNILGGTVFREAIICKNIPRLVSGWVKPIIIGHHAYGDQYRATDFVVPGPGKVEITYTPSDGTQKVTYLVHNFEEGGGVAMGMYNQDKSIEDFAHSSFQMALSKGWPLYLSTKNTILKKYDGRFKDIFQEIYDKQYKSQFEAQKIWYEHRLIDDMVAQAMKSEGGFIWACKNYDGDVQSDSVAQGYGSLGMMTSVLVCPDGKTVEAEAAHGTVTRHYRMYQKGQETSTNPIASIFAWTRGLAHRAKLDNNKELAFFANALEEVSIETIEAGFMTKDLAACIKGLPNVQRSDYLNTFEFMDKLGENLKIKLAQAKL
#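 IDH1-R132H (0.5 ug/mL dispensed) in pH 7.5 Tris buffer was preincubated 30 min with compound, then given a substrate mix of 0.016 mM NADPH and 2 mM alpha-KG for 80 min at room temperature; remaining NADPH was read by diaphorase/resazurin fluorescence.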
# Starred values were filed as active, the others as inactive; i = inactive; ? = inconclusive; / = no result given; [ ] = another dose, or the depositor's remark. Unless noted, calls come from the whole dose curve; as a rule, active = well fitted curve in the direction sought with a large enough effect; inconclusive = small, poorly fitted or top-dose-only effect, or another doubt; inactive = no such curve, though single readings can be large; an effect the other way counts as inactive or inconclusive. Not all compounds are listed; rates above refer to the full screens.
SMILES,TrxR1 substrate,HP1b binding inh,GLS inh,PGK inhibitor,Pin1 inh,USP1 inh,TrxR1 inh,PI4K2A inh,mIDH1 inhibitor
O=C(COC(=O)c1ccc(S(=O)(=O)N2CCCC2)cc1)NCc1ccc(Cl)cc1,0%,18%,4%,0%,7%,7%,3%,0,1%
COc1ccc(-c2cnc3nc[nH]c(=O)c3n2)cc1,-3%[57.1 µM],-5%,-2%,-1%,2%,-17%,7%[57.1 µM],-9,0%
COC(=O)c1cnn(-c2ccccc2)c1/C=N/NC(=S)Nc1ccc(Cl)cc1,1%[57.1 µM],16%,6%,-11%,-5%,-23%,-5%[57.1 µM],2,-1%
C=CCC[C@@H](Cc1ccc(F)cc1)C(=O)O[C@H](CNC(=O)[C@@H](CC=C)CC(=O)N[C@H](CO)Cc1ccccc1)c1ccccc1,-3%,60%[activator],-4%,0%,-3%,?,4%,-7,17%
Cc1c(C(=O)NCCc2ccccc2)oc2ccc(S(=O)(=O)N3CCOCC3)cc12,18%[57.1 µM],20%,-4%,i,4%,-11%,5%[57.1 µM],2,4%
N#Cc1c(N2CCCC(O)C2)nc(N)c2c(N)nc3c(c12)CC(=O)N3C12CC3CC(CC(C3)C1)C2 (centres undefined),13%,?,-4%,-1%,29%,?,?,?,-3%
CN(C(=O)c1cc2c(s1)-c1ccc(Cl)cc1SC2)c1cccc(C(F)(F)F)c1,-1%,68%[activator],3%,-7%,5%,-22%,11%,6,27%
O=C(CN1CCOCC1)N/N=C/c1ccco1,1%,44%[activator],-13%,-9%,-9%,10%,20%[57.1 µM],4,2%
CCN1/C(=C/c2ccc3cc(C)ccc3[n+]2CC)Sc2cc(C)ccc21,0%,-32%,-10%,i,?,-24%,14%,-28,0%
CCc1ccccc1NC(=S)NCc1ccc2c(c1)OCO2,-2%[57.1 µM],8%,-4%,-10%,5%,-11%,-4%,0,1%
CCN1C(=O)[C@H]2[C@@H](c3ccc(-c4ccc(OC)cc4)c(OC)c3)N[C@@](Cc3ccccc3)(C(=O)OC)[C@H]2C1=O,24%,17%,-13%,i,15%,-16%,43%[activator],-3,-5%
COc1ccc(OC)c(/C=N/NC(=O)c2ccc[n+](CC(=O)c3ccccc3)c2)c1,1%,28%,-6%,-2%,5%,-22%,0%,-2,-1%
S=c1[nH]nc(-c2cccnc2)n1/N=C/C=C/c1ccccc1,-12%,-19%,?,-2%,-4%,2%,?,2,3%
O=C(Nc1ccccc1-c1ccccc1)c1ccc(Br)o1,1%,71%[activator],0%,i,3%,-20%,-3%,-1,5%
CCN(c1ccccc1)S(=O)(=O)c1cc([N+](=O)[O-])ccc1N,-3%[57.1 µM],0%,2%,i,-7%,?,2%[57.1 µM],5,-2%
Cn1cc(S(=O)(=O)Nc2ccc(Cl)cc2Cl)c(=O)n(C)c1=O,-1%[57.1 µM],18%,2%,-6%,-7%,-13%,3%[57.1 µM],-4,3%
COc1cccc(NC(=O)OCCN2CCN(Cc3ccccc3)CCC2=O)c1,2%[57.1 µM],28%,2%,-10%,4%,-31%,-1%[57.1 µM],1,-7%
CC(C)(C)OC(=O)C(Cl)(C(=O)OC(C)(C)C)c1ccc2nnnn2n1,-3%[57.1 µM],32%,0%,1%,2%,?,-4%[57.1 µM],-6,16%
Cc1ccc(C(=O)NC(C)c2ccc(-n3ccnc3)cc2)cc1 (centres undefined),5%,28%,-3%,i,2%,-6%,12%,2,2%
Cc1c(-c2nnc(SCC(=O)Nc3ccc(Cl)cc3)o2)nnn1-c1ccc(F)cc1,2%[57.1 µM],19%[57 µM],14%,i,14%,-11%,25%[57.1 µM],3,26%
Cc1csc(N2CCN(c3cc4nc(-c5ccncc5)[nH]c4cc3Cl)CC2)n1,-3%,25%,-2%,0%,-3%,-13%,-1%,-3,0%
Cc1ccccc1N1CCN(C(=O)CN2C(=O)c3ccccc3C2=O)CC1,-7%,19%,1%,/,-7%,-5%,12%,-1,1%
O=C(CSc1cc(Cl)ccc1Cl)NCC(=O)Nc1ccc(F)c(F)c1F,-1%,21%,1%,-10%,-2%,-23%,14%,-3,1%
CCCCNc1ncnc2c1nnn2Cc1ccccc1Cl,4%,58%[activator],-8%,-6%,-10%,-18%,22%,6,8%
CC(Sc1nnc(CC(=O)Nc2ccccc2F)n1C)C(=O)Nc1nccs1 (centres undefined),-5%[57.1 µM],45%[activator],-4%,i,?,-10%,-6%[57.1 µM],-2,-5%
Cc1ccc(S(=O)(=O)N2CCCNCC2)cc1,4%,25%,0%,5%,-8%,-18%,?,6,6%
Cc1ccc(C)c(C(=O)CCC(=O)NNC(=O)c2cccs2)c1,4%,41%,9%,-9%,-3%,-11%,8%,8,-1%
COC(=O)c1ccc(Nc2c([N+](=O)[O-])c(=O)oc3ccccc23)cc1,8%[11.4 µM],10%,31%,5%,0%,-5%,12%[11.4 µM],2,1%
Cc1nc(N2CCOCC2)c2c(C)c(C(=O)Nc3ccccc3C(F)(F)F)sc2n1,6%,31%,1%,i,-5%,-21%,16%,1,5%
COc1ccccc1-c1nnc(SCc2nc3ccccc3[nH]2)n1C,15%,8%,-3%,i,-2%,-20%,21%,1,-2%
CCn1cc(S(=O)(=O)c2cccc(Cl)c2)c(=O)c2cc(F)c(N3CCC(C)CC3)cc21,31%[activator],18%,1%,-10%,-11%,?,45%[activator],-4,-9%
Cc1ccc(NC(=O)Cn2c(=O)n(Cc3nc(-c4ccccc4)no3)c(=O)c3ccccc32)cc1C,5%,13%,-2%,i,-5%,-17%,33%,-1,0%
Cc1cc(C(=O)Nc2cccc(C)c2C)c2ccccc2n1,-6%,30%,0%,-6%,-1%,-15%,13%,-3,-3%
CN(C)/C=N/c1cc(=O)[nH]c(=O)n1Cc1ccccc1,-1%,19%,1%,-10%,-7%,-22%,9%,-2,-1%
COc1ccc(N(CC(=O)NCc2cccs2)S(=O)(=O)c2ccc(F)cc2)cc1,8%,23%,3%,-10%,-1%,-25%,20%,-5,1%
O=C(CCC(=O)N1CCOCC1)Nc1nnc(C2CCCCC2)s1,2%,15%,1%,i,-3%,1%,23%,5,2%
O=C(CSc1ccc(-c2ccccn2)nn1)NC1CCCC1,9%[57.1 µM],15%,8%,i,5%,-12%,22%[57.1 µM],0,16%
Cc1oc(-c2ccc(Cl)cc2)cc1C(=O)/C(C#N)=C/Nc1cccc(OC(F)(F)F)c1,5%,17%,2%,-2%,5%,6%,8%[57.1 µM],0,-3%
CN(CCC#N)C(=O)CSc1nnc(-c2c[nH]c3ccccc23)o1,-2%,14%,-3%,-9%,4%,-20%,14%,3,0%
CCc1noc(C)c1C(=O)Nc1sc(C(=O)N(C)C)c(C)c1C#N,-18%,1%,-2%,-4%,-8%,-15%,-14%,-5,6%
O=C(NCCc1csc2nc(-c3cccc(F)c3)nn12)c1ccc(Br)o1,-2%[57.1 µM],17%[57 µM],2%,-3%,0%,-11%,-2%[57.1 µM],1,-8%
Cc1ccc(S(=O)Cc2ccc(C(=O)N3CCN(C(=O)c4ccco4)CC3)o2)cc1 (centres undefined),5%,49%[activator],-3%,-7%,-3%,-27%,-14%,3,-4%
Cc1ccc(COc2ccc(/C=N/NC(=O)CN3CCCCC3)cc2)cc1,-5%,12%,1%,3%,1%,-1%,-4%[57.1 µM],-1,-3%
CCc1ccc2oc(-c3ccc(C)c(NC(=O)c4ccc(C#N)cc4F)c3)nc2c1,14%,29%,1%,-7%,-2%,-22%,26%,-3,-3%
Cc1ccc(S(=O)(=O)N(C)c2ccc(OCC(=O)N3CCCC(C(F)(F)F)C3)cc2)cc1 (centres undefined),8%[57.1 µM],38%,5%,14%,6%,?,11%,0,6%
C/C=C/Cn1c(SCc2ccc(C)cc2)nc2c1c(=O)[nH]c(=O)n2C,11%[57.1 µM],-13%,1%,-4%,9%,-14%,23%[57.1 µM],8,7%
COc1ccc2c(c1)C1NC(=S)NC(C)(O2)C1C(=O)Nc1ccc(Cl)cc1 (centres undefined),3%,10%,-27%,i,-7%,-10%,-6%,-2,-2%

# Shown with two lines to a compound: 2 of the compounds above.
# Under each structure – TrxR1 substrate, HP1b binding inh, GLS inh, PGK inhibitor, Pin1 inh, USP1 inh, TrxR1 inh, PI4K2A inh, mIDH1 inhibitor
Cc1cc(C(=O)Nc2cccc(C)c2C)c2ccccc2n1
→ -6%, 30%, 0%, -6%, -1%, -15%, 13%, -3, -3%
CCn1cc(S(=O)(=O)c2cccc(Cl)c2)c(=O)c2cc(F)c(N3CCC(C)CC3)cc21
→ 31%[activator], 18%, 1%, -10%, -11%, ?, 45%[activator], -4, -9%
